# Screening results as filed in PubChem BioAssay.
# SKBR3 24h inh – SK-BR-3 proliferation inhibitors | hit rate 0.47% among 41,000 | AID 847 | SK-BR-3 viability, CellTiter-Glo ATP luminescence, 24 h; hits give low values | viability, % at 10 µM;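 active = viability at or below the median of all test compounds minus 3 SD, in both replicates if run twice, cut at about 45% in these data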;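 also: 100% = median untreated cell wells and 0% = median positive control drug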
# Starred values were filed as active, the others as inactive. This is a subset; count on the stated rates, not on these rows.
# Sample of the layout (2 entries):
SMILES,SKBR3 24h inh
Cc1cc(=O)oc2cc(OCC(=O)NCc3cccnc3)ccc12,88.9
O=C(c1cccs1)N1CCN(Cc2ccncc2)CC1,104.3

# Results, from the first entry:
SMILES,SKBR3 24h inh
Cc1cc(=O)oc2cc(OCC(=O)NCc3cccnc3)ccc12,88.9
O=C(c1cccs1)N1CCN(Cc2ccncc2)CC1,104.3
COc1ccccc1C(=O)Nc1ccc(N2CCN(Cc3ccccc3)CC2)cc1,112.1
O=C(COc1ccccc1O)Nc1ccccc1Cl,64.8
CCOc1ccccc1N(CC(=O)Nc1ccc2c(c1)OCO2)S(C)(=O)=O,98.8
CC1c2[nH]c3ccccc3c2CCN1S(C)(=O)=O (stereo not given),98.1
CC(=O)NC(Cc1ccccc1)C(=O)NC1CCN(C(=O)NC2CCCCC2)CC1 (stereo not given),69.4
Cc1cc(C(=O)OCC(=O)Nc2ccc(F)cc2F)c(C)o1,77.2
COc1ccc(CC(=O)NC2CCN(CC(=O)Nc3ccc4c(c3)OCCO4)CC2)cc1OC,87.1
Fc1ccc(C2C3=C(Nc4ncnn42)c2ccccc2OC3c2ccncc2)cc1 (stereo not given),101.5
CC(NC(=O)C1C2C=CC(C2)C1C(=O)O)c1ccccc1 (stereo not given),87.8
O=C1Nc2ccccc2C12OC1CCCCC1O2 (stereo not given),85.0
Cc1cccc2cc(C#N)c(SCCN3CCCCC3)nc12,84.0
Cc1cccc(NC(=O)c2c(C)cc(=O)oc2C)n1,97.4
CCOC(=O)c1oc2nc(C(C)C)c3c(c2c1N)CCC3,103.4
C/C(=C\C(=O)Nc1nccs1)c1ccccc1,77.3
Cc1nc2nc(-c3ccccc3)cc(=O)n2[nH]1,94.1
CCCCOc1ccccc1C1CC(=O)NC2=C1C(=O)CCC2 (stereo not given),110.0
COc1cc(C2CC(=O)N3CN(c4ccccc4C)CSC3=C2C#N)cc(OC)c1OC (stereo not given),79.9
COc1cccc(C2C(C(=O)c3sc(C)nc3C)=C(O)C(=O)N2CCN2CCOCC2)c1 (stereo not given),102.7
COc1cccc2c(=O)c(C/C=C(/C)Cl)c(C)[nH]c12,88.8
c1coc(CN2CN=C(Nc3nc4ccccc4s3)NC2)c1,103.2
COc1ccc(Cc2nc(-c3ccccc3)no2)cc1,77.1
CCOC(=O)Cc1c(C)nc2c(C#N)c(C)nn2c1C,90.6
CC1CC(C)CN(C(=O)Cn2c(=O)n(CCCCC(=O)NCc3ccco3)c(=O)c3ccccc32)C1 (stereo not given),82.6

# Next section.
SMILES,SKBR3 24h inh
CC1Oc2ccccc2N(Cc2ccccc2Cl)C1=O (stereo not given),86.8
CCOc1ccc(-c2nnn(CC(=O)NCc3ccc(F)cc3)n2)cc1OCC,86.2
COc1cc(NC(=O)c2c(F)c(F)c(F)c(F)c2F)c(OC)cc1Cl,54.3
CCOc1cccc(NC(=O)CSc2nncn2N)c1,86.1
CCn1c(CNC(=O)c2ccccc2)nc2ccccc21,126.3
Oc1ccc(-c2nc3ccccn3c2NCc2ccc3c(c2)OCO3)cc1,103.8
COc1ccc(-c2oc(/N=C/N3CCOCC3)c(C#N)c2-c2ccc(OC)cc2)cc1,124.4
CN(c1ccccc1)C(c1ccc(F)cc1)c1nnnn1C1CCCC1 (stereo not given),100.6
CCOC(=O)c1cc2c(=O)n3ccccc3nc2n(CCOC)c1=NC(=O)C(C)(C)C,84.8
Cc1cccc(N2CCN(S(C)(=O)=O)CC2)c1C,91.6
COc1ccc(C)cc1NC(=O)CSc1nnc(-c2ccc(Br)cc2)o1,77.9
COC(=O)c1ccc(C)c(NC(=O)CN(c2cc(OC)ccc2OC)S(C)(=O)=O)c1,96.1
CCOC(=O)c1ccc(N2C(=O)CC(N3CC(C)OC(C)C3)C2=O)cc1 (stereo not given),82.9
O=C1C2C3C=CC(C3)C2C(=O)N1CCCO (stereo not given),95.1
COC(=O)COc1cccc(NC(=O)c2ccccc2)c1,97.7
CC12C(=O)N(Cc3ccccc3)C(=O)C1C1C=CC2C1 (stereo not given),111.7
Cc1cccc(NC(=O)C2CCCN(C(=O)NC3CCCCC3)C2)c1C (stereo not given),106.4
CCCCN(C(=O)Cn1nnc2ccccc21)C(C(=O)NCCOC)c1ccc(OC)cc1 (stereo not given),96.2
O=C(Nc1ccccc1)N1CCCCC1c1cccnc1 (stereo not given),119.1
CC(C)(O)C#Cc1ccc(C(=O)N2CCCC2C(=O)O)s1 (stereo not given),116.4
N#CCSc1nc2c(c(=O)n1Cc1ccco1)C1(CCCC1)Cc1ccccc1-2,94.9
CC1(C)CC(=O)C2=C(C1)NCN(Cc1ccccc1)C2,81.8
c1ccc(-c2nc(NCC3CCCO3)c3ccccc3n2)nc1 (stereo not given),78.9
O=C(CCn1nc(-c2ccccc2)c2ccccc2c1=O)N1CCN(c2ccccc2)CC1,69.0
COc1cccc(NC(=O)c2ccccc2NS(C)(=O)=O)c1,91.0

# 4 compounds drawn at random from the list so far:
SMILES,SKBR3 24h inh
CC(C)(O)C#Cc1ccc(C(=O)N2CCCC2C(=O)O)s1 (stereo not given),116.4
Oc1ccc(-c2nc3ccccn3c2NCc2ccc3c(c2)OCO3)cc1,103.8
CCOC(=O)c1ccc(N2C(=O)CC(N3CC(C)OC(C)C3)C2=O)cc1 (stereo not given),82.9
COc1cc(NC(=O)c2c(F)c(F)c(F)c(F)c2F)c(OC)cc1Cl,54.3

# Carrying on:
SMILES,SKBR3 24h inh
CN1C(=O)C2(C(C#N)=C(N)Oc3n[nH]c(-c4ccc(Cl)cc4)c32)c2ccccc21 (stereo not given),94.6
O=C(CCN1C(=O)C2C3C=CC(C3)C2C1=O)NCCc1ccccc1 (stereo not given),91.5
CC(CNC(=O)C1CCCCC1)NC(=O)C1CCCCC1 (stereo not given),81.5
CC(C)COC(=O)n1c(SCC(=O)N(C)C)nc2ccccc21,94.7
COc1ccc(Cn2c(CCCO)nc3ccccc32)cc1OC,106.0
Cc1nn2c(N3CCN(c4ccccn4)CC3)cc(C(C)C)nc2c1-c1ccccc1,87.0
O=C(CCc1nc(-c2ccccc2)no1)NCC1CCCO1 (stereo not given),93.1
COc1ccc(Cn2nnnc2C(c2cccs2)N2CCOCC2)cc1 (stereo not given),95.0
COc1ccc2c(c1)CCc1c(C(=O)NCCc3ccc(OC)c(OC)c3)noc1-2,69.1
COc1ccc(C2=Nn3c(nnc3-c3cccnc3)SC2)cc1,90.5
C=CCn1c(SCC(=O)O)nnc1-c1ccc(C(C)(C)C)cc1,88.2
CCOC(=O)Cn1nnc(-c2ccc(OCC(C)C)cc2)n1,99.2
C/C(O)=c1/ccc2cccc3nc(C)nc1c23,95.5
c1ccc(CSc2nnc(-c3ccncc3)o2)cc1,93.4
O=C(Nc1nncs1)c1ccc(N2C(=O)C3C4C=CC(C4)C3C2=O)cc1 (stereo not given),78.7
CCOC(=O)C1=C(c2ccccc2)OC(N)=C(C#N)C1C(C)C (stereo not given),109.5
Nc1nnc(-c2cc3ccccc3oc2=O)s1,110.2
COc1ccc(C2C(C(=O)c3cccs3)=C(O)C(=O)N2c2nncs2)cc1 (stereo not given),83.6
C=CCn1c(NC(=O)c2ccc(C)cc2)c(C#N)sc1=N,91.9
CSc1nsc(SC)c1NC(=O)OCc1ccccc1,79.1
CC(C)OC(=O)CN1C(=O)C(C)(C)Oc2ccc(C(=O)NC3CC3)cc21,101.1
COCC(=O)N(Cc1ccc(OC)cc1)Cc1nc2ccccc2c(=O)[nH]1,78.0
O=C(CSc1nc(N2CCCCC2)nc(N2CCCCC2)n1)c1ccccc1,99.8
Cc1c(C(=O)CN2CCOCC2)[nH]c2ccccc12,76.4
COc1ccc(NC(=O)C2CCCN2c2ccc(OC)c(OC)c2)cc1OC (stereo not given),92.5

# An excerpt from above in order of formula weight, ascending:
SMILES,SKBR3 24h inh
O=C(COc1ccccc1O)Nc1ccccc1Cl,64.8
CC(C)OC(=O)CN1C(=O)C(C)(C)Oc2ccc(C(=O)NC3CC3)cc21,101.1
COc1ccc(-c2oc(/N=C/N3CCOCC3)c(C#N)c2-c2ccc(OC)cc2)cc1,124.4

# Later entries
SMILES,SKBR3 24h inh
N#C/C(=C(/O)CN1CCOCC1)c1nc2ccccc2s1,81.1
Cc1nnc(SCc2ccc(Cl)cc2)n1CC1CCCO1 (stereo not given),69.4
COc1cc2c(cc1NCc1ccccn1)oc1ccccc12,115.5
Oc1ccc(CN2CCCCC2)nc1-c1ccccc1,83.5
COc1cc2cc(CN(CCO)S(=O)(=O)c3ccccc3Cl)c(=O)[nH]c2cc1OC,97.1
CCOC(=O)CSc1nnc(Cn2nnc(-c3ccccc3)n2)n1C,88.4
COc1ccc(NC(=O)c2ccccc2NS(C)(=O)=O)cc1OC,85.6
COC(=O)NCc1ccc(Cl)c(Cl)c1,94.3
c1ccc2c(c1)[nH]c1c(NCC3CCCO3)ncnc12 (stereo not given),90.7
CCC1=C(C(=O)OC)C(c2cc(OC)ccc2OC)C(C#N)=C(N)O1 (stereo not given),87.6
Cc1nn(-c2ccccn2)c2c1-c1nc(N)ncc1CC2,99.6
CN(C)CCCNC(=O)CC(c1ccccc1)c1ccccc1O (stereo not given),82.3
COc1ccc(NC(C)=O)cc1NC(=O)CSc1nnc(-c2ccc(F)cc2)n1N,101.0
Cc1ccc(CNc2oc(COc3ccccc3Cl)nc2C#N)cc1,80.0
CC(=O)Nc1ccc(S(=O)(=O)Nc2ccc(N3CCOCC3)c(F)c2)cc1,89.7
O=S(=O)(c1cccc(-c2csc(-c3ccccc3)n2)c1)N1CCOCC1,68.8
CC(C)C(OC(=O)C1CCCO1)C(=O)NC1CCCC1 (stereo not given),70.0
CCOc1ccccc1C(=O)NC1CC2CCCC(C1)N2Cc1nnnn1Cc1ccco1 (stereo not given),78.1
COc1ccccc1C(=O)N1CCN(CCc2ccccc2)CC1,104.3
Nc1ccc(Cl)c(NC(=O)c2cccs2)c1,110.4
Cc1ccc(C)c(C(=O)NCCN(C)C)c1,96.3
c1ccc(-c2ccccc2-c2nc(-c3ccncc3)no2)cc1,102.9
CC(=O)c1c(COC(=O)c2ccco2)nc2ccccc2[n+]1[O-],86.0
CCOC(=O)c1ccc(N2C(=O)C(O)=C(C(C)=O)C2c2ccccn2)cc1 (stereo not given),96.2
CCOC(=O)c1c(CN2CCC(C)CC2)oc2ccc(OC)cc12,90.6

# Of the compounds above, these contain a COOH group.
SMILES,SKBR3 24h inh
CC(NC(=O)C1C2C=CC(C2)C1C(=O)O)c1ccccc1 (stereo not given),87.8
CC(C)(O)C#Cc1ccc(C(=O)N2CCCC2C(=O)O)s1 (stereo not given),116.4
C=CCn1c(SCC(=O)O)nnc1-c1ccc(C(C)(C)C)cc1,88.2

# (listing goes on)
SMILES,SKBR3 24h inh
Cc1cc(C(=O)CSc2nnc(Cc3ccccc3)o2)c(C)n1Cc1ccc2c(c1)OCO2,78.7
NCC12CC3CC(C1)CC(CN)(C3)C2,81.2
CCCOc1ccc(C(=O)N2CCCC2C(=O)O)cc1 (stereo not given),100.9
C#CCN1C(=O)C(O)(CC(=O)c2ccc(OC)c(OC)c2)c2ccccc21 (stereo not given),99.8
CSCC[C@H](NC(=O)OC(C)(C)C)c1nnc(SCc2ccc(F)cc2)o1,88.5
Cc1cc(C)c2oc(-c3ccc(Cl)c(NC(=O)c4ccc(C#N)cc4F)c3)nc2c1,77.6
COc1cccc(CNn2c(-c3cccc(C)c3)nc3ccccc3c2=O)c1O,85.5
O=C(c1cccs1)N1CCN(C(=O)N2CCOCC2)CC1,119.3
O=C(CSc1nc(-c2ccco2)cc(C(F)(F)F)n1)NCCc1ccccc1,76.8
COc1ccc(NS(=O)(=O)c2ccc(OC)c3ccccc23)cn1,93.2
COc1cc(/C=C(/C#N)c2ccc(F)cc2)ccc1OCc1ccc(C(=O)O)o1,119.4
CCOC(=O)Cn1cc(C(=O)c2cccs2)c2ccccc21,98.3
COc1ccc(C2c3c(-c4ccccc4O)n[nH]c3C(=O)N2CCc2ccc(OC)c(OC)c2)cc1 (stereo not given),83.2
O=C(COc1ccc(S(=O)(=O)N2CCOCC2)cc1)Nc1ccc2c(c1)OCCO2,104.2
CN1CCN(CC(=O)Nc2sc3c(c2C#N)CCC(C(C)(C)C)C3)CC1 (stereo not given),99.5
CCCC(=O)Nc1cccc(C(=O)Nc2nccs2)c1,79.3
c1csc(-c2nc3nc4ccccc4nc3n2Cc2ccc3c(c2)OCO3)c1,89.3
COc1ccc(-c2noc(-c3ccccc3C(=O)Nc3cccnc3)n2)cc1,90.6
Cc1ccc(OCCC(=O)OCC(=O)Nc2ccc(Cl)cn2)cc1,91.6
CCn1c(Cc2ccccc2)nnc1SCC(=O)Nc1nc(C)c(C)s1,115.7
O=C(c1ccco1)N1CCN(C(c2ccccn2)c2nnnn2C2CCCC2)CC1 (stereo not given),93.5
COc1cccc(NC(=O)c2ccccc2-c2nc(-c3ccc(F)cc3)no2)c1,106.2
O=C(NC1(C(F)(F)F)C(=O)Nc2c1c(=O)[nH]c(=O)n2-c1ccccc1)c1cccnc1 (stereo not given),97.8
CC(C)CC(c1nnnn1C(C)(C)C)N1CCN(C2CCCC2)CC1 (stereo not given),77.3
COC(=O)c1cc(OC)c(OC)cc1NC(=O)CCCCCN1C(=O)CCC1=O,94.3

# (cont.)
SMILES,SKBR3 24h inh
CCn1cc(C(=O)Nc2ccc(NC(=O)c3ccco3)cc2)c(=O)c2ccc(C)nc21,92.7
NC(=O)c1c(-c2ccccc2)oc2ccc(O)cc12,97.5
CC(NC(=O)CC(O)(C(F)(F)F)C(F)(F)F)c1ccccc1 (stereo not given),86.6
COc1ccccc1NC(=O)c1cc(S(=O)(=O)N2CCOCC2)ccc1Cl,106.4
COc1ccc(N2CCN(c3oc(COc4ccc(Cl)cc4Cl)nc3C#N)CC2)cc1,86.3
CCOC(=O)CNC(=O)CSc1nc2ncc(Br)cc2[nH]1,87.1
COc1ccc(NC(=O)Cn2nnc(C(=O)NCc3ccccc3)c2N)cc1Cl,72.1
COC(=O)c1cc(NCc2ccccc2F)ccc1N1CCOCC1,83.5
COCCCNC(=O)CCn1c(=O)c2ccccc2n(CC(=O)Nc2cc(Cl)ccc2C)c1=O,72.3
CC(=O)Nc1ccc(C(=O)CSc2nnnn2C(C)C)cc1,91.8
Cc1ccc(SCc2[nH]nc3c2C(c2ccc(C)o2)C(C#N)=C(N)O3)cc1 (stereo not given),88.3
